Assay outcomes: PubChem, National Center for Advancing Translational Sciences (NCATS)
Giardia FBPA inh: Giardia lamblia aldolase inhibition; A8B2U2; purified Giardia FBPA; Potency, µM (highest dose often 59.6 µM), inactives show at the highest dose activity, negative = inhibition, usual class: inhibitors; 290,000 compounds, 0.71% hits; further: potency means the concentration at half of the fitted maximal effect; on the % scale 0 is the no-effect control and ±100 the full control effect; nearly all actives have a fitted effect of over 55% in size
Target sequence (A8B2U2 whole entry, looked up): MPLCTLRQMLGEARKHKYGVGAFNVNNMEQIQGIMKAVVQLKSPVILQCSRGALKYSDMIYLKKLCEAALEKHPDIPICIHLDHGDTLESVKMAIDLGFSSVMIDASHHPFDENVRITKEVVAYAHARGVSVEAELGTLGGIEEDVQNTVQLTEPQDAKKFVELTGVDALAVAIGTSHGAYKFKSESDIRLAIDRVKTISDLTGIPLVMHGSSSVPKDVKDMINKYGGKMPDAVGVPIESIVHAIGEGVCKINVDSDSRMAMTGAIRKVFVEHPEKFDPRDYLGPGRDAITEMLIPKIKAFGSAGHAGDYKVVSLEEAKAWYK
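Giardia FBPA (40 nM reagent) was preincubated 10 min at RT with compound (up to 57.5 uM final), then substrate plus GAPDH/TPI/NAD/arsenate coupling system with diaphorase/resazurin was added; resorufin fluorescence (525/598 nm) was read after 20 min.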
Cycloheximide cs: counter-screen hit for Shiga toxin inhibitors, cycloheximide. cell reporter, cycloheximide protein synthesis inhibition counterscreen. max response, %. 300,000 compounds, 12% hits. AID 2314; in the data active means max response mostly above about 13%, no sharp cut-off; inactive means mostly below about 14%; further: read at 38.3 µM for the half of the compounds with a filed dose; 0% is about no effect
Pf growth 96h: P. falciparum growth inhibition at 96 hours. P. falciparum luciferase reporter growth, 96 h. Potency, µM (titrated, usually from 28.7 µM), inactives show at the highest dose activity change, negative = inhibition, hits mostly inhibitors. 320,000 compounds, 6.9% hits; further: potency means the concentration at half of the fitted maximal effect; on the % scale 0 is the no-effect control and ±100 the full control effect
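Erythrocytes infected with luciferase-expressing P. falciparum were dispensed at 2% hematocrit and 0.05% parasitemia (final), then incubated with compounds 96 hours at 37 C in 5% CO2. Luminescence after detection reagent addition reported growth.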
Sm TGR block: S. mansoni TGR enzyme inhibition; Q962Y6; Potency, µM (top dose mostly 114 µM), inactives show top-dose activity change, negative = inhibition, most hits filed as inhibitors; 360,000 compounds, 3% hits; purified TGR, DTNB reduction, TNB absorbance 405 nm; AID 485364; further: potency means the concentration at half of the fitted maximal effect; on the % scale 0 is the no-effect control and ±100 the full control effect; nearly all actives have a fitted effect of over 60% in size
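Kinetic colorimetric format: TGR-catalysed, NADPH-driven DTNB reduction monitored via TNB absorbance. Enzyme dispensed at 20 nM; compound exposure 15 min at room temperature before reaction start.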
Shiga inhibitor: Shiga toxin inhibition | Vero cells, Shiga toxin protein synthesis inhibition reporter | inhibition, % at 38.7 µM | 290,000 compounds, 9.2% hits | AID 2315; in the data active means inhibition mostly above about 28%, no sharp cut-off; inactive means mostly below about 43%; further: 0% is about no effect
Pf growth 48h: inhibits P. falciparum growth in the first generation, 48 h | AID 504832 | Potency, µM (top dose mostly 28.7 µM), for inactives: at the top dose activity change, negative = inhibition, hits mostly inhibitors | P. falciparum luciferase growth in erythrocytes, 48 h | 310,000 compounds, 5.9% hits; further: potency means the concentration at half of the fitted maximal effect; on the % scale 0 is the no-effect control and ±100 the full control effect
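Firefly luciferase activity from engineered P. falciparum reports growth; inhibitors lower the luminescent signal. Cultures contained 2% hematocrit erythrocytes at 0.1% final parasitemia.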
* marks the source's active call; other numbers are inactive results; i = inactive; ? = inconclusive; / = no result given; & = joins results of further samples; [ ] = remark or other dose. Unless noted, the call rests on the fitted dose curve; in most records, active means well fitted curve in the direction sought with a large enough effect; inconclusive means small, poorly fitted or top-dose-only effect, or another doubt; inactive means no such curve, though single readings can be large; an effect the other way counts as inactive or inconclusive. Outcome played no part in choosing rows. About 24% of those tested had a hit in this group.

SMILES	Giardia FBPA inh	Cycloheximide cs	Pf growth 96h	Sm TGR block	Shiga inhibitor	Pf growth 48h
CN(CC(=O)Nc1cc(S(=O)(=O)N2CCCC2)ccc1Cl)Cc1ccc2c(c1)OCO2	/	/	?	-17%	/	8.3µM*
COc1ccc(CCNC(=O)c2oc3ccc(OC)cc3c2C)cc1	/	13	30%[activator]	-24%	-16	11%
O=[N+]([O-])c1ccc(NCCCN2CCOCC2)c2ncccc12	0%	-2	?	7%	-5	29%
CN(Cc1nc(-c2cccs2)no1)CC1(N2CCOCC2)CCCCC1	0%	7	-8%	0%	1	?
O=C(COC(=O)c1cccs1)Nc1ccc(F)c(F)c1	/	/	-13%	5%	/	17%
C=C1Cn2c(nnc2-c2ccc(Cl)cc2)S1	0%	1	-29%	-10%	-3	/
Cc1noc(-c2ccccc2)c1NC(=O)Nc1ccc(Cl)cc1	2%	-2	?	4%	-8	?
CN1CCN(C(=O)c2cnn3c(C(F)F)cc(C4CC4)nc23)CC1	4%	1	/	4%	-9	-6%
CC(=O)N1CCN=C1SCc1ccc(Cl)cc1	0%	-2	-14%	7%	7	2%
Cc1ccc(C)c(NC(=O)CN(C)C(=O)c2ccccc2OCc2ccccc2Cl)c1	/	/	?	4%	/	-23%
COc1ccc(-c2nc(CS(=O)CC(=O)NCCCN3CCCC3)c(C)o2)cc1OC (configuration not stated)	-7%	-3	1%	-28%	11	?
COc1cccc(C(=O)NCCC(=O)NCc2cc(=O)n(C)c(=O)n2C)c1	2%	-6	10%	1%	11	11%
O=[N+]([O-])c1ccc(OCCOc2ccccc2/C=N/n2cnnc2)cc1	5%	2	3%	/	8	74%[activator]
Cc1ccc(N2CC(C(=O)Nc3ccc(N4CCOCC4)cc3)CC2=O)cc1C (configuration not stated)	7%	-4	?	-11%	-5	7%
CCOC(=O)c1ccc(NC2Nc3cc(C)nn3S2)cc1 (configuration not stated)	-19%	6	?	0%	37	22%
COc1ccc(CC(=O)Nc2ccc(N(C)C)c3ccccc23)cc1	-7%	-3	-9%	-27%	13	-10%
CNc1nc(Nc2ccc(C)c(Cl)c2)nc(N)c1[N+](=O)[O-]	-5%	33*	-51%	-3%	68*	200%[activator]
COc1ccc(C2CC(=O)Oc3cc(OC)c(OC)c(OC)c32)cc1 (configuration not stated)	-2%[89.2 µM]	13	/	/	i	/
O=C(NC1CCOCC1)C1CCC(=O)N(CCc2ccc(Cl)cc2)C1 (configuration not stated)	-2%	-1	-35%	1%	-5	1%
O=C1C2CCCCN2C(=O)N1CCCCN1CCN(c2ccc(F)cc2)CC1 (configuration not stated)	?	-2	?	5%	/	12%
Cc1[nH][nH]c(=O)c1C(c1ccc(-c2ccc(Cl)c(Cl)c2)o1)c1c(C)[nH][nH]c1=O	?	10	0%	40µM*	-22	/
CC1Cc2cc(S(=O)(=O)N3CCCC(C(=O)N4CCCCC4)C3)ccc2N1C(=O)C1CC1 (configuration not stated)	2%	-2	13µM*	9%	-2	13µM*
Cc1cccc(OCC(=O)N2CCC(N3CCCCCC3)CC2)c1	?	-5	-4%	2%	-15	?
COC(Cc1nnc(SC)n1-c1ccccc1)OC	0%	4	2%	5%	-8	-5%
S=c1[nH]nc(Nc2ccccc2Cl)s1	-8%	8	24%	3%	-2	0%
CCCc1cc(=O)n2[nH]c(C)cc2n1	-13%	0	?	-12%	-13	5%
COc1ccc(N(CC(=O)Nc2cccc3ccccc23)S(C)(=O)=O)cc1	4%	12*	260%[activator]	8%	17	27%
O=C(C[n+]1ccc2ccccc2c1)c1cccc2ccccc12	-10%	12	48%[activator]	25µM*	-19	?
O=C1Nc2c(c(=O)[nH]c(=O)n2-c2ccccc2)C1(Nc1ncccn1)C(F)(F)F (configuration not stated)	?	-2	29%	-1%	-8	19%
COc1ccccc1CNc1ncnc2c1nnn2Cc1ccccc1	4%	-5	23%	-2%	-7	?
O=c1c2c3c(sc2nc(NCCOCCO)n1Cc1ccco1)CCCCC3	-12%	-1	?	-3%	3	?
CCOC(=O)c1cnn(-c2nc(-c3ccc(F)cc3)cs2)c1C(F)(F)F	-1%	2	123%[activator]	-18%	-16	38%[activator]
O=C(c1ccco1)N1CCN(Cc2nc3ccc([N+](=O)[O-])cc3c(=O)n2-c2ccccc2F)CC1	-15%	-2	/	?	-12	/
Cc1sc(Nc2ccc([N+](=O)[O-])cc2)nc1-c1c(C)n(C)n(-c2ccccc2)c1=O	1%	-3	90%[activator]	11%	-6	?
Cc1coc2cc3oc(=O)c4c(c3cc12)CCCC4	5%	-4	1%	3%	-6	5%
CCOC(=O)C1=C(COC(=O)/C=C/c2ccc(O)c(OC)c2)NC(=O)NC1C (configuration not stated)	/	/	14%	-6%	/	?
COc1ccc(N(C)S(=O)(=O)c2ccc(Cl)c(C(=O)NNC(=O)c3ccccc3O)c2)cc1	/	/	38%[activator]	0%	/	-1%
COCCNC(=O)c1c(N)n(Cc2ccco2)c2nc3ccccc3nc12	1%	-4	13µM*	40µM*	-7	13µM*
CCCCCCCCCCCC(=O)N1CC(=O)NC(=O)C1	4%	16	?	26%	8	26%
Cc1cc(C)c2oc(-c3cccc(N)c3)nc2c1	-7%	52*	67%[activator]	9%	106*	218%[activator]
NC(=O)CSc1nnc(-c2ccc(S(=O)(=O)N3CCCC3)cc2)n1Cc1ccco1	-9%	2	/	-11%	-8	48%[activator]
CC(=O)N1CCOc2ccc(S(=O)(=O)Nc3ccc(C)cn3)cc21	-8%	10	14%	4%	-13	5%
COC(=O)c1cc(S(=O)(=O)N2CCN(c3ccccc3OC)CC2)cn1C	/	2	-27%	0%	-9	3%
CC(c1nc2ccccc2c(=O)[nH]1)N1CCN(C)CC1 (configuration not stated)	-14%	-2	/	29%	-15	15%
CCCC1CC(CSc2ncn[nH]2)OC1=O (configuration not stated)	-6%	-3	-13%	-1%	15	19%
COc1ccc(C2/C=C\CN(C(=O)Oc3ccc(C(F)(F)F)cc3)CC(=O)N2Cc2ccc(F)cc2)cc1 (configuration not stated)	-4%&0%	17&-2	?	3%	16&-2	?
CN(C(=O)COc1cc(=O)n(C)c2ccccc12)c1ccc(Cl)cc1	-9%	-6	?	-2%	-7	/
CSc1ccccc1C(=O)N(CC1CCCO1)c1c(N)n(Cc2ccccc2)c(=O)[nH]c1=O (configuration not stated)	/	/	23%	2%	/	2%
CCCCC/C=C\C[C@@H](O)/C=C/C=C/C=C\[C@@H](O)CCCC(=O)O	2%[12.9 µM]	7	/	/	i	/
CC1=C(C(=O)Nc2ccc(C)cc2)C(c2ccc(N(C)C)cc2)NC(=O)N1 (configuration not stated)	1%	-2	?	1%	-5	18%
Cc1c(CC(=O)N[C@@H](C)C(=O)O)c(=O)oc2c(C)c3occ(-c4ccccc4)c3cc12	13%	2	3%	-1%	-3	-21%
COc1ccc(CC(=O)Nc2cc(C)on2)cc1OC	-1%	-3	/	-1%	-9	-4%
Cc1ccc2nc(NC(=O)CSCc3ccccc3)sc2c1	6%	8	?	-23%	-2	/
CC(C)n1ncc2c(C(=O)Nc3ccc(S(C)(=O)=O)cc3)cc(C3CC3)nc21	/	/	?	-13%	/	?
N#Cc1c(C#N)c(O)c2ccccc2c1O	20µM*	10	?	?	-6	-15%
CCOC(=O)C1CCN(S(=O)(=O)c2ccc(OC)c(Cl)c2Cl)CC1	2%	-1	-3%	-1%	-15	/
Cc1nnc(NC(=O)CSc2nnc3ncccn23)s1	-25%	-4	-3%	-27%	-10	2%
Cc1cccc(Oc2ccc(NC(=O)c3ccccc3C(=O)O)cc2)c1	16%	20	32%[activator]	-1%	24	106%[activator]
O=C(N/N=C/c1cc(Br)c(O)c(Br)c1)C1CC1	/	-4	40%[activator]	-16%	32	7%
Cc1ccc(S(=O)(=O)Nn2c(C)ccc2C)cc1	-20%	8	?	?	-12	7%

Overlap with the part before: five entries; new compounds follow.
SMILES	Giardia FBPA inh	Cycloheximide cs	Pf growth 96h	Sm TGR block	Shiga inhibitor	Pf growth 48h
CCOC(=O)C1CCN(S(=O)(=O)c2ccc(OC)c(Cl)c2Cl)CC1	2%	-1	-3%	-1%	-15	/
Cc1nnc(NC(=O)CSc2nnc3ncccn23)s1	-25%	-4	-3%	-27%	-10	2%
Cc1cccc(Oc2ccc(NC(=O)c3ccccc3C(=O)O)cc2)c1	16%	20	32%[activator]	-1%	24	106%[activator]
O=C(N/N=C/c1cc(Br)c(O)c(Br)c1)C1CC1	/	-4	40%[activator]	-16%	32	7%
Cc1ccc(S(=O)(=O)Nn2c(C)ccc2C)cc1	-20%	8	?	?	-12	7%
N/C(=N\OC(=O)c1cccc(Cn2cc(C(F)(F)F)ccc2=O)c1)c1ccc(Cl)cc1	1%	5	?	4%	22	?
CCCCn1c(N)c(N(CCOC)C(=O)CCCc2cccs2)c(=O)[nH]c1=O	/	/	2%	-2%	/	6%
COc1ccc(OC)c(-n2c(O)c(C=NCc3ccc4c(c3)OCO4)c(=O)[nH]c2=O)c1	3%	4	/	1%	-17	?
COc1ccc(C2C(C#N)=C(/N=C/N3CCN(C)CC3)OC3=C2C(=O)CC(C)(C)C3)cc1 (configuration not stated)	4%	-3	?	-33%	14	?
CCSc1ccccc1C(=O)NCc1ccc(S(N)(=O)=O)cc1	7%	-2	/	-2%	-1	-3%
CC(SCc1nc2sc3c(c2c(=O)[nH]1)CCCC3)C(=O)Nc1ccccn1 (configuration not stated)	/	/	19%	0%	/	?
O=C(CCCC(=O)NCc1ccc(F)cc1)NCc1ccc(F)cc1	0%	-2	31%[activator]	/	-18	10%
CC(C)(C)c1ccc(C(=O)NN2C(=O)CSC2=S)cc1	-18%	1	71%[activator]	3%	14	16%
CN(C)c1ccc(/C=N/NC(=O)c2ccc(Cn3cc(Br)cn3)o2)cc1	0%	56*	4%	-9%	73*	-3%
O=C1CC(c2cccc(Cl)c2)CC(O)=C1C=NCCCO (configuration not stated)	5%	-3	23%	-2%	-10	-3%
Cc1ccc(C)c2[nH]c(=O)c(CCNC(=O)C(C)C)cc12	10%	-1	0%	0%	-8	16%
Cc1cc(C(=O)NNS(=O)(=O)c2ccc(F)cc2)nn1C(C)(C)C	-1%	-1	14%	8%	5	-10%
COc1ccc(C(=O)Nc2cccc3ccccc23)cc1	-6%	21*	?	-17%	32	57%[activator]
Cc1cc(-n2c(=O)c(C#N)cc3c(=O)n4ccccc4nc32)no1	?	1	15%	-25%	-9	26%
O=C(Nc1ccccn1)c1ccc(Br)s1	13%	40*	4%	16%	/	127%[activator]
O=C(O)Cn1nc(-c2ccc(Cl)cc2)ccc1=O	-4%	-1	13µM*	-15%	-4	3%[0.00184 µM]
CCC(Sc1ncccc1C(=O)OC(C)C)C(=O)NCc1ccco1 (configuration not stated)	1%	-3	-91%	-22%	3	/
CC(=O)Nc1ccc(S(=O)(=O)N2CCCN(c3nc(C)cc(C)c3C#N)CC2)cc1	/	-2	-10%	4%	-3	2%
COc1ccc(NC(=O)CCNC(=O)c2ccco2)cc1S(=O)(=O)N(C)C	-1%	-4	-13%	-3%	-4	5%
Oc1ccc(-c2nnc(Nc3ccccc3)c3ccccc23)cc1	-1%	1	?	14%	-1	?
COCCNC(=O)C(c1ccccc1C)N(C(=O)Cn1nnc2ccccc21)c1cccnc1 (configuration not stated)	0%	-7	-25%	-9%	-10	-20%
O=C(Nc1cccc(Cl)c1)NC1CCN(C2CCCCC2)C1 (configuration not stated)	-17%	-2	12µM*	8%	/	?
